# 14-3-3 Bad PPI – disrupts binding of bovine 14-3-3 zeta to phospho-Bad peptide; P63103; TR-FRET 14-3-3zeta/Dy647-pBad peptide displacement, 1 h; inhibition, % at 21.7 µM; hit rate 0.71% among 220,000;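 active = inhibition above about 70%, limit read from the data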;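 note: 0% = full 14-3-3 plus peptide FRET controls and 100% = background without 14-3-3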
# Wee1 degr inh – human Wee1 degradation inhibition, primary screen | reporter increase, % at 5 µM | AID 1321 | hit rate 1.2% among 220,000 | HeLa Luc-Wee1K328M stability, luciferase luminescence; 100% = proteasome inhibitor MG132 effect;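 active = activation above the mean of all tested compounds plus 3 SD, set per screening run, cut at about 8.8% in these data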;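 note: cells exposed to compound for 20 h before luminescence read; 0% = DMSO alone and 100% = MG132 at 30 µM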
# eIF4E-4G inh – blocks eIF4E binding to eIF4G; TR-FRET eIF4E-eIF4GI(517-606) binding, 2 h; inhibition, % at 21.7 µM; hit rate 0.37% among 220,000; AID 782;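 active = inhibition above about 30%, limit read from the data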;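 note: 0% = full FRET control wells and 100% = background wells lacking eIF4GI fragment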
# Target sequence (P63073 whole entry, looked up, the tested form may be a part): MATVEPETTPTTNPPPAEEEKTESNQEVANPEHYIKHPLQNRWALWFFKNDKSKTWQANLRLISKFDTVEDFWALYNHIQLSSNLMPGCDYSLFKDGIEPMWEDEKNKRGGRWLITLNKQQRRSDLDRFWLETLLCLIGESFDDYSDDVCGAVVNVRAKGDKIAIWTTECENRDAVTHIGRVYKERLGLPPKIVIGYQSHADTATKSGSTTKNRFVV
# Target sequence (Q04637 whole entry, looked up, the tested form may be a part): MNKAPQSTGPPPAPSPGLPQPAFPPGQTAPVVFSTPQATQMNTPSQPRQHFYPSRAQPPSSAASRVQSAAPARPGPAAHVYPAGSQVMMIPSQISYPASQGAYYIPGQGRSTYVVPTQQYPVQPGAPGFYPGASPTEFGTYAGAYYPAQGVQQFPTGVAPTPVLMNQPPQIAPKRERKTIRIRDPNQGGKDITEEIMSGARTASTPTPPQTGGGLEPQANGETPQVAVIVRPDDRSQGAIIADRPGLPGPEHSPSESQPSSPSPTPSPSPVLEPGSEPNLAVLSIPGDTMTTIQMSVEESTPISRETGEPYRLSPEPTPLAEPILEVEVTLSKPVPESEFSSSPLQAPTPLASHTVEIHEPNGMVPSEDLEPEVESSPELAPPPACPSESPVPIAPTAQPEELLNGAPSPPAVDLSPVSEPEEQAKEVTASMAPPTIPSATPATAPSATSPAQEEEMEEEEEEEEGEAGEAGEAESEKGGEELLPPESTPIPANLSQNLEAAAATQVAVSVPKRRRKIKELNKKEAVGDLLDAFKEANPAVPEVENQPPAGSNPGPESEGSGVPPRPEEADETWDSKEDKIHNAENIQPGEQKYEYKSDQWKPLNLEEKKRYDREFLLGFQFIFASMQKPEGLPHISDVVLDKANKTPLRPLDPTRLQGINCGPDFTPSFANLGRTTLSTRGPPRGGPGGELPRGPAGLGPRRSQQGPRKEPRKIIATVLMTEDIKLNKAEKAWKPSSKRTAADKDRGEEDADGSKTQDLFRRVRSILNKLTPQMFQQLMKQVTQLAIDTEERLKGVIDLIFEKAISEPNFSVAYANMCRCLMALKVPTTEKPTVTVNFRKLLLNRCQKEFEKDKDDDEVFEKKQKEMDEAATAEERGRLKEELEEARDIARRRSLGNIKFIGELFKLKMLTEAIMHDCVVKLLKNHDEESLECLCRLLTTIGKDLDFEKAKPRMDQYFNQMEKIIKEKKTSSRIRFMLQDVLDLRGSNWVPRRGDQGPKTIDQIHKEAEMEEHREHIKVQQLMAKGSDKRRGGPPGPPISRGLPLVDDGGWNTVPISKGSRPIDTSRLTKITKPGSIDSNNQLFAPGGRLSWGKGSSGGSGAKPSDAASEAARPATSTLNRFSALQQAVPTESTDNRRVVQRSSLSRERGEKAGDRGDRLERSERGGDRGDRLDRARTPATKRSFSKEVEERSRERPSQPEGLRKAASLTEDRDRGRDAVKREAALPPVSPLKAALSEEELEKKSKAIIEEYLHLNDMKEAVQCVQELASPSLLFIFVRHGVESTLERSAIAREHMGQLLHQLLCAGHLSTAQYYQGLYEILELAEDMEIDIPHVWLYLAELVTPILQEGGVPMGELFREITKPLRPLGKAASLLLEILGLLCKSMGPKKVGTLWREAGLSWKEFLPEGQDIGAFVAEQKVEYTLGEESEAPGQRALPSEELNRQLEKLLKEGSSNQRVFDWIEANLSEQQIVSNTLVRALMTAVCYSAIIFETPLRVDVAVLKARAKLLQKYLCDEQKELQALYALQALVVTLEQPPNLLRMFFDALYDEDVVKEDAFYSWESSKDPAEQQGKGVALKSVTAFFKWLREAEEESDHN
# hK5 inh – inhibitors of human kallikrein 5; Q9Y337; hit rate 0.59% among 210,000; AID 873; inhibition, % at 5 µM; recombinant hK5, fluorogenic AMC substrate cleavage;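 active = inhibition of 40% or more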;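 note: 0% = enzyme controls without compound and 100% = no-enzyme blanks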
# p97 ATPase inh – human p97 ATPase inhibition; P55072; recombinant p97 ATPase, Kinase-Glo ATP luminescence, 3 h; inhibition, % at 8 µM; hit rate 0.42% among 220,000; AID 1481; in the data active = inhibition above about 15%;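 note: 0% = DMSO vehicle and 100% = wells lacking enzyme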
# FXIIa inh – inhibitors of human coagulation factor XIIa; P00748; hit rate 0.3% among 220,000; inhibition, % at 5 µM; purified FXIIa, Boc-QGR-AMC fluorogenic substrate, 2 h; in the data active = inhibition above about 40%;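 note: 0% = enzyme with no compound and 100% = blank without enzyme; many of its hits are not listed in these tables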
# FXIa inh – blocks human coagulation factor XIa protease activity; inhibition, % at 5 µM; P03951; purified FXIa, Boc-Glu-Ala-Arg-AMC fluorogenic substrate; AID 798; hit rate 0.14% among 220,000;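 active = inhibition of at least 40%; inactive = inhibition below 40%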;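 note: fluorescence of freed AMC excited at 355 nm; 0% = enzyme without compound and 100% = no enzyme blank; many of its hits are not listed in these tables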
# MDM2 E3 inh – inhibitors of human Mdm2 E3 ubiquitin ligase; cell-based MDM2 ubiquitination luciferase reporter, 2 h; 0 = plate control, 100 = twice control, blank-subtracted; signal enhancement, % at 5 µM; AID 1230; hit rate 0.11% among 210,000; Q00987;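 active = signal enhancement of 30% or more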;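 note: luminescence tracks abundance of the self-degrading MDM2-luciferase fusion protein; higher signal means inhibition of MDM2 E3 ligase activity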
#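 Test system: stable mammalian line carrying autodegrading MDM2–luciferase fusion reporter; quantity: 2000 cells in each well; times: 4 h cell settling then 2 h compound exposure, 37 °C; detection: luminescence with SteadyLite reagent, 15 min at room temperature; evaluation: percent signal gain over controls, blank-subtracted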
# Rad51 HR inh – blocks human Rad51 in homologous recombination; inhibition, % at 10 µM; hit rate 0.085% among 200,000; Q06609; hRad51 DNA strand exchange, fluorescence dequenching;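 active = inhibition above 40% at the single screening dose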;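 note: 0% = DMSO control wells and 100% = blanks with heterologous ssDNA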
#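 material = hRad51 filaments on single-stranded DNA | reagent = Donor/quencher-labelled 47-bp dsDNA substrate | compound = 10 µM final, single point | schedule = strand-exchange reaction 15 min at room temperature | measured by = fluorescein emission 520 nm, excitation 485 nm | read-out basis = % inhibition versus plate control and blank means | benchmarks = plate controls and plate blanks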
# * hit, by the source's call; x = no result given; [ ] = dose if it differs, or a comment.
SMILES,14-3-3 Bad PPI,Wee1 degr inh,eIF4E-4G inh,hK5 inh,p97 ATPase inh,FXIIa inh,FXIa inh,MDM2 E3 inh,Rad51 HR inh
CC(C)CNC(=O)c1cccc(NC(=O)COc2cccc([N+](=O)[O-])c2)c1,-2,2,2,x,-1,11,1,-26,x
O=C(NC1CCSC1)c1cccc(Cl)c1 (stereo not drawn),-4,1,5,23,7,10,4,-20,6
CC(=O)NC1=NN(C(C)=O)C(C)(c2ccco2)S1 (stereo not drawn),-14,-1,1,-3,4,5,-2,3,16
Cc1cccc(OCCOC(=O)Nc2ccccc2)c1,2[fluorescence artefact?],-2,19[fluorescence artefact?],-9,2,5,6,3,8
O=C(NCc1ccccc1)c1ccc(CN(c2ccccn2)S(=O)(=O)c2ccccc2)cc1,-2,-3,0,-12,5,21,4,-11,-3
CCOC(=O)C1(CCOC)CCN(C(C)CCc2ccc(OC)cc2)CC1 (stereo not drawn),-8,3,0,4,2,9,1,-4,-1
COc1cccc2c(SCC(=O)N/N=C/c3ccc(O)c(O)c3)cc(C)nc12,4,3,6,-12,9,6,6,-11,5
COc1cccc(CN(C)C(=S)Nc2cccc(C)c2)c1,-6,-2,-4,x,2,7,0,-17,x
c1ccc(CSc2nnc3ccc(-c4ccncc4)nn23)cc1,0,-1,-4,-10,-4,5,-5,-4,10
O=C(NCc1ccncc1)c1ccc(Cn2cc(C(F)(F)F)ccc2=O)cc1,-11,4,1,6,5,9,8,2,2
O=C(CSc1nnc2c(n1)[nH]c1ccc(S(=O)(=O)N3CCOCC3)cc12)Nc1ccccc1Cl,2,0,-5,4,3,6,2,-8,6
CC(C)(C)NC(=O)CN(Cc1ccc2c(c1)OCO2)C(=O)CCC(=O)Nc1nccs1,8,3,1,-7,-2,9,1,-10,18
CN(CC(=O)Nc1ccccc1-c1ccccc1)Cc1ccccc1Cl,-6,-1,0,0,-6,11,3,-12,0
Cc1cccc(C)c1NC(=O)c1sc(Cl)nc1C,6,0,-2,-12,2,6,2,0,x
Cc1noc(NC(=O)c2ccccc2Cl)c1C#N,1[fluorescence artefact?],0,-8,-25,6,10,-1,-4,1
CS(=O)(=O)N1CCC(C(=O)Nc2ccc(Cl)c(C(F)(F)F)c2)CC1,-7,-2,-5,-3,-5,12,3,-22,-4
COc1ccc2[nH]c(-c3cccc(F)c3)cc(=O)c2c1,18,-3,3,-9,7,10,2,x,16
O=c1c(-c2ccccc2)nc(-c2ccccc2)cn1O,3,-2,4,-4,-4,-33,-10,-18,4
O=C(CCN1CCN(c2ccc(Cl)cc2)CC1)Nc1ccccc1F,1,-1,5,-6,-4,14,4,-19,-6
COc1ccc(C(=O)c2cc([N+](=O)[O-])ccc2N2CCN(C)CC2)cc1,-5,5,4,4,2,6,2,-8,-1

# Overlap with the part before: 2 compounds; new compounds follow.
SMILES,14-3-3 Bad PPI,Wee1 degr inh,eIF4E-4G inh,hK5 inh,p97 ATPase inh,FXIIa inh,FXIa inh,MDM2 E3 inh,Rad51 HR inh
O=C(CCN1CCN(c2ccc(Cl)cc2)CC1)Nc1ccccc1F,1,-1,5,-6,-4,14,4,-19,-6
COc1ccc(C(=O)c2cc([N+](=O)[O-])ccc2N2CCN(C)CC2)cc1,-5,5,4,4,2,6,2,-8,-1
CCn1cc(C(=O)OCC(=O)OC2CC(C)CCC2C(C)C)c(=O)c2ccc(C)nc21 (stereo not drawn),9[fluorescence artefact?],8,0[fluorescence artefact?],19,-4,27,16,-21,-6
Cc1ccc(S(=O)(=O)N(C)C)cc1NC(=S)NCCCn1ccnc1,-8,-1,-5,-27,1,-8,-7,-9,3
Cc1ccc(NS(=O)(=O)c2cccc(C(=O)O)c2)c(C)c1,-6,1,2[fluorescence artefact?],2,6,-1,-2,1,-4
Cc1c(-c2cc(C(=O)O)no2)cnn1C,-4,-4,-7,15,6,8,11,-9,-9
CC(=O)c1ccc(N2CCN(C(=O)c3cc(C)on3)CC2)cc1,4,2,0,-25,3,11,3,1,-3
O=C(CSc1nnc(CNc2ccc(F)cc2)o1)OC1CCCCC1,4,0,5,4,-2,14,0,12,8
Cc1cc(N2CCN(c3ccccc3)CC2)n2c(n1)nc1ccccc12,-4,1,0,2,-10,-1,1,-5,0
NC(=O)CC(NC(=O)Cc1cccc2ccccc12)c1ccc(N2CCN(c3ccc(F)cc3)CC2)c([N+](=O)[O-])c1 (stereo not drawn),9,x,-2,6,x,9,3,-12,1
COC(=O)[C@@]1(Cc2ccc(OC)cc2)[C@H]2c3cc(C(=O)N4CCCC4)n(Cc4ccc(OC)c(OC)c4)c3C[C@H]2CN1C(=O)c1ccccc1,-13,-2,3[fluorescence artefact?],-11,6,11,1,x,10
CCOC(=O)Cc1cn2c(=O)cc(CSCC(=O)Nc3ccc(C)c(C)c3)nc2s1,51,-2,-7,-39,1,-4,-1,-17,2
O=C(NCc1cccs1)c1cc(-c2ccncc2)nc2ccc(Br)cc12,7,1,-4,-18,1,-5,-2,-16,-6
COC(=O)c1ccccc1NC(=O)CSc1nnc(-c2ccc(C)cc2)o1,-4,0,4[fluorescence artefact?],0,-1,11,-5,-7,0
Cc1ccccc1C(=O)NC(CC(C)C)C(=O)Nc1ccc(F)c([N+](=O)[O-])c1 (stereo not drawn),8,-1,-4[fluorescence artefact?],-8,0,3,1,-4,-20
S=C(c1ccc(-c2cccc(Cl)c2)o1)N1CCCCC1,3,2,0,5,-4,8,0,-20,8
Cc1cccc(-n2nnc(C(=O)NCc3ccc4c(c3)OCO4)c2N)c1,11,-2,-1,-16,6,-2,-11,-18,4
O=C(CSc1ccc(-c2ccc(F)cc2)nn1)N1CCCCC1,-4,3,-3,-29,-5,9,1,-4,4
Cc1cc(NC(=O)Cn2nc(C(F)(F)F)c3c2CCCC3)no1,-9,-1,-8,23,-3,27,11,-1,-3
COc1ccccc1NC(=O)C(O)C(O)C(=O)Nc1ccccc1OC (stereo not drawn),-10,-1,0,-19,1,16,2,-12,-4
CCc1nn2c(NCCOC)cc(C)nc2c1-c1ccc(F)cc1,-2,1,-2,-2,1,-1,5,-3,-5
CCC/C=N/NC(=O)c1cc(Br)ccc1O,1,3,-2,-13,9,6,3,2,-27
Cc1cc2ccccc2c(=O)n1CC(=O)NCC(=O)N1CCN(c2ccccc2F)CC1,0,-1,-8,5,4,21,6,-13,-5
c1ccc(-c2noc(-c3ccc4ccccc4c3)n2)cc1,-3[fluorescence artefact?],-1,6[fluorescence artefact?],-2,2,13,-1,-8,1
O=C(CCNS(=O)(=O)c1cccs1)NCc1ccco1,-4,-1,6,2,4,-7,-8,-16,-8
Cc1ccccc1NC(=O)C(=O)NCCCN1CCOCC1,-20,-1,-5,2,7,10,0,-27,17
Cc1ccc(C(=O)C(OC(=O)c2cnccn2)c2ccccc2)cc1 (stereo not drawn),-1,-3,2,0,-2,3,0,0,5
COCCn1c(SCC(=O)c2cccc(OC)c2)nnc1-c1ccco1,-6,1,-1,9,0,-8,1,-18,3
COc1ccccc1Nc1nc(-c2cccs2)cs1,x,-1,x,-9,6,-16,-13,-13,-8
C=CCNC(=O)C1CC(=O)N(c2ccc(OCC(=O)Nc3cccc(OC)c3)cc2)C1 (stereo not drawn),-3,0,-12[fluorescence artefact?],-40,0,14,3,-14,-9
COc1ccc(C)cc1NC(=O)C(Sc1nnc(-c2ccncc2)n1-c1ccc(Cl)cc1)c1ccccc1 (stereo not drawn),4,-2,4[fluorescence artefact?],5,-8,-9,-9,-13,-1
CCOC(=O)c1sc(=S)n(-c2cc(OC)ccc2OC)c1N,15,-1,-1,-4,0,-4,-5,-2,x
O=C(Cc1cccs1)NCCCc1ccccc1,-9,1,2,x,1,10,2,x,x
CCOC(=O)c1ccc(N2C(=O)CC(N3CCC(C(N)=O)(N4CCCCC4)CC3)C2=O)cc1 (stereo not drawn),3[fluorescence artefact?],6,4,-9,-2,0,-4,7,-7
CCc1ccc(NCCC(=O)c2ccc(Cl)cc2)cc1,2,-2,-5,-10,0,17,3,-24,8
Cc1cc(C)cc(Nc2ncc3c(n2)CC(c2ccco2)CC3=O)c1 (stereo not drawn),-5[fluorescence artefact?],-3,4[fluorescence artefact?],-10,5,12,1,-14,-5
COc1cccc(CC2(CO)CCCN(CC3=Cc4cc(OC)ccc4OC3)C2)c1 (stereo not drawn),-5,4,0,x,0,7,1,-8,5
Cc1nnc(SCC(=O)Nc2ccccc2NC(=O)CSc2nnc(C)s2)s1,4,2,-13[fluorescence artefact?],-3,6,14,-2,4,10
CN(C)CCOc1cccc(Br)c1,10,-1,1,-19,-1,1,4,-35,7
Cc1cc(C=O)c2c(c1)C=CC1(Oc3ccccc3C(=O)N1C)O2 (stereo not drawn),-3,1,4,-1,-3,20,8,5,x

# Compounds shown so far containing fluorine, in the order listed:
SMILES,14-3-3 Bad PPI,Wee1 degr inh,eIF4E-4G inh,hK5 inh,p97 ATPase inh,FXIIa inh,FXIa inh,MDM2 E3 inh,Rad51 HR inh
O=C(NCc1ccncc1)c1ccc(Cn2cc(C(F)(F)F)ccc2=O)cc1,-11,4,1,6,5,9,8,2,2
CS(=O)(=O)N1CCC(C(=O)Nc2ccc(Cl)c(C(F)(F)F)c2)CC1,-7,-2,-5,-3,-5,12,3,-22,-4
COc1ccc2[nH]c(-c3cccc(F)c3)cc(=O)c2c1,18,-3,3,-9,7,10,2,x,16
O=C(CCN1CCN(c2ccc(Cl)cc2)CC1)Nc1ccccc1F,1,-1,5,-6,-4,14,4,-19,-6
O=C(CSc1nnc(CNc2ccc(F)cc2)o1)OC1CCCCC1,4,0,5,4,-2,14,0,12,8
NC(=O)CC(NC(=O)Cc1cccc2ccccc12)c1ccc(N2CCN(c3ccc(F)cc3)CC2)c([N+](=O)[O-])c1 (stereo not drawn),9,x,-2,6,x,9,3,-12,1
Cc1ccccc1C(=O)NC(CC(C)C)C(=O)Nc1ccc(F)c([N+](=O)[O-])c1 (stereo not drawn),8,-1,-4[fluorescence artefact?],-8,0,3,1,-4,-20
O=C(CSc1ccc(-c2ccc(F)cc2)nn1)N1CCCCC1,-4,3,-3,-29,-5,9,1,-4,4
Cc1cc(NC(=O)Cn2nc(C(F)(F)F)c3c2CCCC3)no1,-9,-1,-8,23,-3,27,11,-1,-3
CCc1nn2c(NCCOC)cc(C)nc2c1-c1ccc(F)cc1,-2,1,-2,-2,1,-1,5,-3,-5
Cc1cc2ccccc2c(=O)n1CC(=O)NCC(=O)N1CCN(c2ccccc2F)CC1,0,-1,-8,5,4,21,6,-13,-5

# Source: PubChem (several laboratories)
